FH mod: Identification of activators of human fumarate hydratase by quantitative high-throughput screening; AID 1347055, 2019; Fumarate hydratase, mitochondrial (Homo sapiens), P07954; 54,000 tested, 0.22% active; Potency, µM (top dose mostly 79.9 µM), for inactives: at the highest dose activity change, negative = inhibition, usual class: inhibitors; FH coupled MDH/diaphorase resazurin fluorescence, 15 min; note: the screen sought activators but most active calls are inhibition curves; nearly all actives have a fitted effect of over 45% in size
Target sequence (P07954 whole entry, looked up): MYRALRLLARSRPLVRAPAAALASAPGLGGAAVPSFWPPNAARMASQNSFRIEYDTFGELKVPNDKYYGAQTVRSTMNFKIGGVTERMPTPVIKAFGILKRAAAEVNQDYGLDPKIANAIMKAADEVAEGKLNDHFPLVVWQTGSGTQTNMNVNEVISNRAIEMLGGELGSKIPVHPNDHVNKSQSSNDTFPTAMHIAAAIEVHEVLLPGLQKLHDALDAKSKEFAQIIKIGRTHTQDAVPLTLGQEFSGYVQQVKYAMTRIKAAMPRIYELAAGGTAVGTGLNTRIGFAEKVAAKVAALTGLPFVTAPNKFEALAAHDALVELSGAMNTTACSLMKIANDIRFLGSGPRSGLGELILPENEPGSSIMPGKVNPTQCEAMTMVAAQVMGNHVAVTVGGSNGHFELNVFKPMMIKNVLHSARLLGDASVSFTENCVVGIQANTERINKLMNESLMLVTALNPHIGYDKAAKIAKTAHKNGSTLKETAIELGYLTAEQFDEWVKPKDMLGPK
NTMT1 inhibitor: Primary qHTS for Inhibitors of N-terminal methyltransferase 1 (NTMT1): MTaseGlo Assay; N-terminal Xaa-Pro-Lys N-methyltransferase 1 (Homo sapiens), Q9BV86; NTMT1 MTase-Glo SAH luminescence, purified enzyme; Potency, µM (series often up to 114 µM), for the others: at the top dose activity change, negative = inhibition, actives largely listed as inhibitors; 59,000 tested, 2.5% active; AID 1645870, 2021;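 note: plate controls were DMSO vehicle for no effect and no enzyme for full effect; nearly all actives have a fitted effect of over 65% in size; many of its hits are not listed in these tables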
Target sequence (Q9BV86 whole entry, looked up): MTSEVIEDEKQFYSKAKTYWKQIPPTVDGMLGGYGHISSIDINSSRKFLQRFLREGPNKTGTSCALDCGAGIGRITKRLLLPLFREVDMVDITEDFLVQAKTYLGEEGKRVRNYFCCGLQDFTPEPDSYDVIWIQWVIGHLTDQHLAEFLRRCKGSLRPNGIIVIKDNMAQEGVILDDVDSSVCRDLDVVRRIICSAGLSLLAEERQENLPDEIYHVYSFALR
The depositor's hits bear a star; ? = inconclusive; & = joins results of further samples; [ ] = remark or other dose. Calls come from the whole dose curve; as a rule, active = well fitted curve in the direction sought with a large enough effect; inconclusive = small, poorly fitted or top-dose-only effect, or another doubt; inactive = no such curve, though single readings can be large; an effect the other way counts as inactive or inconclusive. Unless noted, % is set by controls: 0 for no effect and ±100 for the full control effect; potency is the fitted concentration of half-maximal effect. Some of the compounds tested. The share of hits here may be higher or lower than overall.

SMILES	FH mod	NTMT1 inhibitor
CCCCC1C(=O)NC(=O)N(C2CCCCC2)C1=O (centres undefined)	-9%[53.3 µM]	?
CC(NC(C)(C)C)C(=O)c1cccc(Cl)c1 (centres undefined)	-2%	4%&4%&20%[57.5 µM]
C=C1C[C@]2(O)[C@@]3(C)CCC(=O)C(C)(C)C3=C(O)C(=O)[C@@]2(C)[C@@H]2C(=O)O[C@@](C)(C(=O)OC)C(=O)[C@@]12C	-4%[53.3 µM]	-8%[29.8 µM]
CC1COC2(c3ccccc3Cl)c3cc(Cl)ccc3NC(=O)CN12 (centres undefined)	-14%[53.3 µM]	11%[57.5 µM]
COc1cc(CC#N)cc(OC)c1OC	-9%[53.3 µM]	16%[57.5 µM]
CC(=O)[C@H]1CC[C@H]2[C@@H]3CC[C@H]4C[C@H](O)CC[C@]4(C)[C@H]3C(=O)C[C@]12C	-19%&-5%[53.3 µM]	4%[57.5 µM]
CC(C)[C@H]1OC(=O)[C@H](Cc2ccccc2)N(C)C(=O)[C@@H](C(C)C)OC(=O)[C@H](Cc2ccccc2)N(C)C(=O)[C@@H](C(C)C)OC(=O)[C@H](Cc2ccccc2)N(C)C1=O	-20%[20.6 µM]	-2%[12.6 µM]
NNC(=O)c1nn(Cc2ccc(Cl)cc2Cl)c2ccccc12	11%	-20%[57.5 µM]
CCCCCCCCCC(=O)O[C@H]1CC[C@H]2[C@@H]3CCC4=CC(=O)CC[C@@H]4[C@H]3CC[C@]12C	0%[53.3 µM]	?
COC1CCCC(C)OC(=O)Cc2cc(O)cc(O)c2C(=O)C1 (centres undefined)	7%[53.3 µM]	4%[29.8 µM]
C[C@]12CC[C@H]3[C@@H](CC=C4C[C@@H](O)CC[C@@]43C)[C@@H]1CC[C@@H]2O	-5%[53.3 µM]	?
CN=C(NS(=O)(=O)c1ccc(Cl)cc1)N1C[C@H](c2ccccc2)C(c2ccc(Cl)cc2)=N1	-4%	6%[57.5 µM]
N[C@@H]1C[C@H]1c1ccccc1	2%[53.3 µM]	7%
CSCC[C@@H](NC(=O)[C@@H](Cc1ccccc1)NC(=O)CNC(=O)CNC(=O)[C@@H](N)Cc1ccc(O)cc1)C(=O)O	12%[53.3 µM]	?
O=C(CCCN1CCC(n2c(=O)[nH]c3ccccc32)CC1)c1ccc(F)cc1	2%[53.3 µM]	25%[57.5 µM]
CN1CC[C@]23c4c5ccc(O)c4O[C@H]2[C@@H](O)C=C[C@H]3[C@H]1C5	5%	?
N#Cc1nn(-c2c(Cl)cc(C(F)(F)F)cc2Cl)c(N)c1S(=O)C(F)(F)F (centres undefined)	-12%[53.3 µM]	?
N#CC(OC1OC(COC2OC(CO)C(O)C(O)C2O)C(O)C(O)C1O)c1ccccc1 (centres undefined)	-15%[53.3 µM]	16%[29.8 µM]
NCCc1ccc(O)cc1	-15%&-7%[53.3 µM]	40%[activator][57.5 µM]
c1ccc2c(c1)OCC(C1=NCCN1)O2 (centres undefined)	-24%&1%[53.3 µM]	-28%[57.5 µM]
C1=C2CCCN[C@H]2[C@@H]2C[C@H]1[C@@H]1CCCCN1C2	12%[53.3 µM]	16%[57.5 µM]
COc1cc(N)c(Cl)cc1C(=O)NC1CN2CCC1CC2 (centres undefined)	1%[53.3 µM]	13%[57.5 µM]
COC(=O)C12C(=O)C(C)(O)C(=O)C1(C)C(C)=CC1C3(C=O)CCC(OC(C)=O)C(C)(C)C3CCC12C (centres undefined)	0%[53.3 µM]	-1%[29.8 µM]
CCCCN1[C@@H]2CC[C@H]1CC(OC(c1ccc(F)cc1)c1ccc(F)cc1)C2 (some centres undefined)	14%	-4%[57.5 µM]
CC1C/C=C/C(O)C(O)CC/C=C/c2cc(O)cc(O)c2C(=O)O1 (centres undefined)	-1%[53.3 µM]	?
Cc1ccccc1-n1c(Cn2cnc3c(N)ncnc32)nc2cccc(C)c2c1=O	-11%	4%&-30%[57.5 µM]
COC1CC(O[C@H]2CC[C@]3(C)C4CC[C@]5(C)[C@@H](C6=CC(=O)OC6)[C@@H](OC(C)=O)C[C@]5(O)C4CC[C@@H]3C2)OC(C)C1O (some centres undefined)	1%[53.3 µM]	9%[29.8 µM]
CN1CCN(c2nc3ccccc3nc2Cl)CC1	-6%	-17%[57.5 µM]
COC1(C[S@@](=O)c2ccccc2)CCN(CCc2c[nH]c3ccc(F)cc23)CC1	-1%	4%[57.5 µM]
C[C@]12CC[C@H]3[C@@H](CCC4=CC(=O)CC[C@@]43C)[C@H]1CC[C@H]2O	3%[53.3 µM]	-13%[57.5 µM]
CC(O)=C(C#N)C(=O)Nc1cc(Br)ccc1Br	-2%[53.3 µM]	?
Cn1cc(C2=C(c3cn(C4CCN(Cc5ccccn5)CC4)c4ccccc34)C(=O)NC2=O)c2ccccc21	-2%	?
CCN1CCN(C(=O)Cc2ccc(Nc3ncc(F)c(Nc4ccc(C(=O)Nc5ccccc5Cl)cc4)n3)cc2)CC1	?	-16%
O=C1CN2CCOC2(c2ccccc2Cl)c2cc(Cl)ccc2N1 (centres undefined)	6%[53.3 µM]	7%[57.5 µM]
C1=C(c2cnc[nH]2)c2ccsc2CC1	-7%	-1%[57.5 µM]
C[C@@H]1O[C@@H](OC2CCC3(C=O)C(CCC4C3CCC3(C)C(C5=CC(=O)OC5)C(O)CC43O)C2)[C@H](O)[C@H](O)[C@H]1O[C@@H]1O[C@H](CO)[C@@H](O)[C@H](O)[C@H]1O (some centres undefined)	-1%[20.6 µM]	10%[12.6 µM]
COC(=O)[C@]12CCCC(C)(C)C1CCc1cc(C(C)C)c(O)c(O)c12 (some centres undefined)	-7%[53.3 µM]	-1%[29.8 µM]
CCCCCCCCCCCCCCCC[N+](C)(C)C	-3%[53.3 µM]	25µM*
NC(=O)CS(=O)C(c1ccccc1)c1ccccc1 (centres undefined)	0%[53.3 µM]	53%[activator][57.5 µM]
CC1=CC2/C=C(\C)CCC(O)C(O)/C=C/C(=O)C23C(=O)NC(CC(C)C)C3C1C (centres undefined)	10%[53.3 µM]	-16%[29.8 µM]
O=C(O)c1nn(Cc2ccc(Cl)cc2Cl)c2ccccc12	-22%&-3%&5%[53.3 µM]	?
Nc1nc(N)nc(NC2CC2)n1	6%[53.3 µM]	?
CCOCCOC(C)=O	-5%	34%[activator]
O=C(N[C@H]1CN2CCC1CC2)c1cc2cccc(Cl)c2s1	0%	0%[57.5 µM]
O=C(C[C@@H]1NCCC[C@H]1O)Cn1cnc2ccccc2c1=O	-2%	-7%[57.5 µM]
CCC1(c2cccc(O)c2)CCCCN(C)C1 (centres undefined)	9%[53.3 µM]	-11%[57.5 µM]
CC(N)Cc1c[nH]c2ccccc12 (centres undefined)	25%	4%[57.5 µM]
C=C1[C@@H](C)C2[C@H](Cc3ccccc3)NC(=O)[C@@]23C(/C=C/C[C@H](C)C[C@@](C)(O)/C=C/[C@@H]3OC(C)=O)[C@@H]1O (some centres undefined)	6%	22%[57.5 µM]
CCC1NC(=O)C2C(Cl)C(Cl)CN2C(=O)C(C(C)O)NC(=O)CC(c2ccccc2)NC(=O)C(CO)NC1=O (centres undefined)	-4%[20.6 µM]	15%[12.6 µM]
CO[C@]12CC[C@@]3(C[C@@H]1[C@](C)(O)C(C)(C)C)[C@@H]1Cc4ccc(O)c5c4[C@@]3(CCN1CC1CC1)[C@H]2O5	?	11%
C[C@@H]1CN(C2CCC(C#N)(c3ccc(F)cc3)CC2)CC[C@]1(C(=O)O)c1ccccc1 (some centres undefined)	10%[53.3 µM]	-8%[57.5 µM]
CC[C@@H]1C[C@H]2CC[C@H](O2)[C@H](C)C(=O)O[C@@H](C)C[C@@H]2CC[C@@H](O2)[C@@H](C)C(=O)O[C@H](C)C[C@H]2CC[C@H](O2)[C@H](C)C(=O)O[C@@H](C)C[C@@H]2CC[C@@H](O2)[C@@H](C)C(=O)O1	-2%[20.6 µM]	2%[12.6 µM]
CCCCC/C=C\C/C=C\C/C=C\C/C=C\CCCC(=O)NCC(=O)O	-16%[53.3 µM]	?
Cn1ncnc1COc1nn2c(-c3c(F)cccc3F)nnc2cc1C1CCC1	6%	0%[57.5 µM]
CCNC(=O)C[C@@H]1N=C(c2ccc(Cl)cc2)c2cc(OC)ccc2-n2c(C)nnc21	7%	-1%
c1cncc(OC[C@@H]2CCN2)c1	2%	-7%[57.5 µM]
C[C@@H]1[C@H](O)[C@@H](C)C=CC=CCCC=CC=CC=CC=C[C@H](O[C@H]2O[C@@H](C)[C@H](O)[C@@H](N)[C@@H]2O)CC2O[C@](O)(C[C@@H](O)[C@H](O)CC[C@@H](O)C[C@@H](O)C[C@@H](O)CC(=O)O[C@H]1C)C[C@H](O)[C@H]2C(=O)O	-24%[53.3 µM]	27%[57.5 µM]
CC1=NN=C(c2ccc(N)cc2)c2cc3c(cc2C1)OCO3	?	?
CN(C)CCN(C)CCc1ccc(Cl)c(Cl)c1	-5%[53.3 µM]	2%
C/C=C(/C)C1C=CC2CC(C)CC(C)C2C1/C(O)=C1\C(=O)NC(CC(C)(O)C(=O)O)C1=O (centres undefined)	2%[53.3 µM]	-16%[29.8 µM]

Among those listed so far, 2 have a tert-butyl group:
SMILES	FH mod	NTMT1 inhibitor
CC(NC(C)(C)C)C(=O)c1cccc(Cl)c1 (centres undefined)	-2%	4%&4%&20%[57.5 µM]
CO[C@]12CC[C@@]3(C[C@@H]1[C@](C)(O)C(C)(C)C)[C@@H]1Cc4ccc(O)c5c4[C@@]3(CCN1CC1CC1)[C@H]2O5	?	11%

More entries.
SMILES	FH mod	NTMT1 inhibitor
CC[N+]1(CC)CCC(OC(=O)C(O)(c2ccccc2)c2ccccc2)C1 (centres undefined)	0%[53.3 µM]	4%[57.5 µM]
NC(=O)OCCCc1ccccc1	-9%[53.3 µM]	20%[57.5 µM]
C/C=C(\C)C(O)C(C)/C=C(C)/C=C/C/C(C)=C/Cc1nc(OC)c(OC)c(O[C@@H]2O[C@@H](C)[C@H](O)[C@@H](O)[C@H]2O)c1C (some centres undefined)	1%[53.3 µM]	1%[29.8 µM]
Cc1ccc2c(c1)[C@H]1CN(C)CC[C@H]1N2C(=O)CSc1nnnn1-c1ccc(Cl)cc1	3%	4%[57.5 µM]
CCOP(=S)(OCC)Oc1cc(C)nc(C(C)C)n1	4%[53.3 µM]	-8%[57.5 µM]
COc1cccc2c1C(=O)c1c(O)c3c(c(O)c1C2=O)C[C@@](O)(C(=O)CO)CC3OC1CC(N2CCOC(OC)C2)C(O)C(C)O1 (some centres undefined)	-20%[53.3 µM]	?
CCN[C@@H](C)Cc1ccccc1	3%	?
CC[C@@H]1C[C@H]2CC[C@H](O2)[C@H](C)C(=O)O[C@@H](C)C[C@@H]2CC[C@@H](O2)[C@@H](C)C(=O)O[C@H](CC)C[C@H]2CC[C@H](O2)[C@H](C)C(=O)O[C@@H](C)C[C@@H]2CC[C@@H](O2)[C@@H](C)C(=O)O1	-12%[20.6 µM]	?
CC(=O)O[C@H]1CN2CCC1CC2	8%	10%[57.5 µM]
O=[N+]([O-])c1c2ccccc2cc2ccccc12	-6%	?
O=C(O)COc1nc(Cl)c(Cl)cc1Cl	-8%	?
CC1(C)C(C=C(Cl)Cl)C1C(=O)OC(C#N)c1cccc(Oc2ccccc2)c1 (centres undefined)	-12%[53.3 µM]	3%[57.5 µM]
C=CCN1CC[C@]23CCCC[C@H]2[C@H]1Cc1ccc(O)cc13	1%[53.3 µM]	15%[57.5 µM]
CC(C(O)c1ccccc1)N(C)C/C=C/c1ccccc1 (centres undefined)	2%[53.3 µM]	31%[activator][57.5 µM]
O=C(N1CCCCC1Cc1ccccc1)n1cc(-c2ccc(-c3ccccc3)cc2)nn1 (centres undefined)	-3%	5%[57.5 µM]
CC#C[C@]1(O)CC[C@H]2[C@@H]3C[C@H](C)C4=CC(=O)CC[C@]4(C)[C@H]3CC[C@@]21C	-3%[53.3 µM]	17%[57.5 µM]
C=C1CC[C@@]2(O)[C@H]3Cc4ccc(O)c5c4[C@@]2(CCN3CC2CC2)[C@H]1O5	-1%[53.3 µM]	12%[57.5 µM]
COc1cccc2c1[C@]13CCN(CC4CC4)[C@H](C2)[C@]1(OC)CCC(=O)C3	0%[53.3 µM]	-9%[57.5 µM]
COc1ccc(CCNCc2ccc(OC)c3ccccc23)cc1	3%	-2%[57.5 µM]
C#CCOC(C(=O)OCCN(C)C)(c1ccccc1)c1ccccc1	-6%[53.3 µM]	-25%[57.5 µM]

Structures from the list above containing a thiophene ring, fused or not:
SMILES	FH mod	NTMT1 inhibitor
C1=C(c2cnc[nH]2)c2ccsc2CC1	-7%	-1%[57.5 µM]
O=C(N[C@H]1CN2CCC1CC2)c1cc2cccc(Cl)c2s1	0%	0%[57.5 µM]

Continuation.
SMILES	FH mod	NTMT1 inhibitor
COC(=O)[C@@]1(C)C(=O)C=C[C@]2(C)c3c(O)cc(C(C)C)cc3[C@H](O)[C@@H](OC(C)=O)C12 (some centres undefined)	-1%[53.3 µM]	8%[29.8 µM]
CN(C)C(=S)SSC(=S)N(C)C	-3%[53.3 µM]	7.9µM*
Nc1ccc(Cl)cc1	-2%	?
FC(F)(F)c1cccc(C2=CCN(CCc3ccc4ccccc4c3)CC2)c1	-1%[53.3 µM]	28%[57.5 µM]
C[C@]12C/C(=C/O)C(=O)C[C@@H]1CC[C@@H]1[C@@H]2CC[C@@]2(C)[C@H]1CC[C@]2(C)O	0%[53.3 µM]	?
C[C@H]1CN(CC[C@H](O)C2CCCCC2)CC[C@@]1(C)c1cccc(O)c1	-8%	3%[57.5 µM]
